Source: PubChem
Jurkat NFkB inh = inhibitors of induced NF-kB luciferase reporter, primary screen, TCR NF-kB activation inhibitor project, cell-based, luminescence, uHTS; AID 435003, 2010; inhibition, % at 4 µM; Jurkat, PMA/ionomycin-induced NF-kB luciferase reporter; actives 0.53% (n = 330,000); in the data active = inhibition above about 50%
Gli-Sufu block = Gli-Sufu pathway antagonists, primary screen, luciferase luminescence, Sufu-KO-LIGHT cells, uHTS. AID 588413, 2011. actives 0.74% (n = 340,000). Sufu-KO-LIGHT fibroblasts, Gli luciferase reporter luminescence. inhibition, % at 5 µM;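 active = inhibition above about 55%, limit read from the data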;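 note: 0% = DMSO-treated cells and 100% = wells with medium but no cells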
CCR6 antagonist = CCR6 receptor antagonists, primary screen, cell-based, CHO-K1, luminescence, beta-arrestin, uHTS. AID 493098, 2011. C-C chemokine receptor type 6 (Homo sapiens), P51684. actives 0.49% (n = 340,000). CHO-K1 CCR6 PathHunter beta-arrestin, CCL20-stimulated. inhibition, % at 20 µM;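 active = compounds whose inhibition of the agonist-driven luminescence signal at 20 µM reaches about 50%, limit read from the data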;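 note: cells stimulated with CCL20 at 14 nM final; plate controls were DMSO with CCL20 for no effect and DMSO without agonist for full effect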
Target sequence (P51684 whole entry, looked up): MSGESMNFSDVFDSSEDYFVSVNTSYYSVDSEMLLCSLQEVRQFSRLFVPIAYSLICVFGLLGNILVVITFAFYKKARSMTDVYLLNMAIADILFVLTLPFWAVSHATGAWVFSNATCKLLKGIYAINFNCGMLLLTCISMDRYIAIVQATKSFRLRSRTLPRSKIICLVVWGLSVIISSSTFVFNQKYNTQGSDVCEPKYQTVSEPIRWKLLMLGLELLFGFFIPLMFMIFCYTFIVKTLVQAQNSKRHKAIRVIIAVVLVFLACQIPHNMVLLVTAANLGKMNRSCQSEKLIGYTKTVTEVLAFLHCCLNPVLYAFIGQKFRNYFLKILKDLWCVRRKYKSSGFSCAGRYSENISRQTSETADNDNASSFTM
EBI2 block = EBI2 receptor antagonists, beta-arrestin recruitment, primary screen, cell-based, luminescence, 7a,25-OHC stimulation, uHTS. G-protein coupled receptor 183 (Homo sapiens), P32249. 7a,25-OHC stimulated. inhibition, % at 5 µM. actives 0.81% (n = 360,000). AID 651636, 2012; in the data active = inhibition above about 38%;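 note: enzyme fragment complementation signal reports receptor beta-arrestin coupling in cells; 0% = agonist plus DMSO wells and 100% = wells without agonist; some results beyond the cut were filed as inactive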
Target sequence (P32249 whole entry, looked up, the tested form may be a part): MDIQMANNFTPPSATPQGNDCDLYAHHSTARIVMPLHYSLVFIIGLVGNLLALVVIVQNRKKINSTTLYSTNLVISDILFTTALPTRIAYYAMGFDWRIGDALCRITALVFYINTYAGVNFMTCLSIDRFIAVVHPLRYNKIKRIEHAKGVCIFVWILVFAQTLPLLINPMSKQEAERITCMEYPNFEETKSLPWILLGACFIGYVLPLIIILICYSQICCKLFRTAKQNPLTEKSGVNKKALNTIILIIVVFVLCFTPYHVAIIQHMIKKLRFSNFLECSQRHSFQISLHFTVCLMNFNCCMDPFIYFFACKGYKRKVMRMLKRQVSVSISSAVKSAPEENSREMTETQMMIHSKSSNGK
CXCR6 inh = CXCR6 receptor inhibitors, primary screen, cell-based, beta-arrestin, luminescence, CHO-K1 PathHunter, 1536-well | C-X-C chemokine receptor type 6 (Homo sapiens), O00574 | inhibition, % at 20 µM | actives 0.36% (n = 360,000) | AID 602244, 2012; in the data active = inhibition above about 34%, passing the limit was not always enough;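 note: antagonist mode with CXCL16 agonist at 10 nM final; 0% = 10 nM CXCL16 with DMSO and 100% = unstimulated wells without agonist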
Target sequence (O00574 whole entry, looked up): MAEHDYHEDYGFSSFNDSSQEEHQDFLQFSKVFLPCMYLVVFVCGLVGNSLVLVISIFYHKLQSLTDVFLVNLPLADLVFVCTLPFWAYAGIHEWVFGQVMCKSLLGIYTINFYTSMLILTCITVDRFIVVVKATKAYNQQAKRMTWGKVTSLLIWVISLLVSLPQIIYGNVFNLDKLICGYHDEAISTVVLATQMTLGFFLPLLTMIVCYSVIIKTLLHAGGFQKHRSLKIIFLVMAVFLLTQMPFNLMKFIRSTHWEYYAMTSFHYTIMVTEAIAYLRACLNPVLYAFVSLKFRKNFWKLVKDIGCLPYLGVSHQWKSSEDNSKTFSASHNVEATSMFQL
697 NFkB inh = inhibitors of PMA/ionomycin-induced NF-kB reporter, 697 cells, primary screen, B-cell NF-kB inhibitor project, cell-based, luminescence, uHTS. actives 0.33% (n = 330,000). 697 B-cell NF-kB luciferase reporter, 16 h. inhibition, % at 4 µM; in the data active = inhibition above about 35%
Mdm2 MdmX PPI = inhibitors of human Mdm2-MdmX association, primary screen, cell-based, luminescence, split luciferase, SaOS-2, uHTS. SaOS-2 split-luciferase Mdm2/MdmX complementation. inhibition, % at 8 µM. actives 3% (n = 330,000);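 active = inhibition of at least 50% at 8 µM in the primary screen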
UPR XBP1 act = activators of adaptive XBP1 UPR arm, primary screen, cell-based, CHO-XBP1 luciferase reporter, luminescence, uHTS | actives 0.33% (n = 330,000) | activation, % at 20 µM | AID 463104, 2010 | IRE1-XBP1 UPR activation; percent of tunicamycin response, DMSO as zero;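 active = versus positive control, 20 µM dose yields 30% or more activation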;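 note: 100% = tunicamycin at 10 µg/mL and 0% = DMSO only wells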
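Material: IRE1-XBP1 luciferase reporter CHO line / Quantity: one thousand reporter cells per well / Buffer or medium: F12 with 10% serum / Compound: 20 µM single concentration, DMSO 1% / Times: 6 h treatment, 37 °C / Detection: Steady-Glo luciferase glow luminescence, 10 min after reagent addition / Benchmarks: tunicamycin high, DMSO low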
UPR CHOP act = activators of apoptotic CHOP UPR arm, primary screen, cell-based, CHO-CHOP luciferase reporter, luminescence, uHTS; activation, % at 10 µM; UPR activation; percent of tunicamycin response over DMSO baseline; actives 0.34% (n = 330,000);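 active = at 10 µM dose, activation of 40% or more, normalized to positive control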;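 note: 100% = tunicamycin at 10 µg/mL and 0% = DMSO alone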
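System: CHO-CHOP luciferase reporter cell line | Buffer or medium: F12 medium containing 10% fetal bovine serum | Doses: One dose, 10 µM in 0.5% DMSO | Times: 6 h compound exposure at 37 °C after overnight seeding | Signal: Luciferase luminescence | Read-out: % activation vs tunicamycin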
The depositor's hits bear a star; . = not tested or not shown.

SMILES	Jurkat NFkB inh	Gli-Sufu block	CCR6 antagonist	EBI2 block	CXCR6 inh	697 NFkB inh	Mdm2 MdmX PPI	UPR XBP1 act	UPR CHOP act
CN(c1ccccc1)S(=O)(=O)c1cccc(C(=O)NC2CCCCC2)c1	-6.4	1.1	11.2	9.6	-1.6	-11.7	-19.4	-3.4	-1.0
CNC(=O)c1oc(-c2ccc(Cl)cc2)nc1C	15.8	-9.8	6.0	6.2	-15.3	-1.7	14.5	1.0	0.8
O=C1CC(c2ccccc2)CC(O)=C1C=NCCN1CCN(Cc2ccccc2)CC1 (stereo unspecified)	2.2	4.8	0.4	5.5	4.7	6.1	21.5	-0.6	-2.5
Cc1cc(C)nc(SC2=CS(=O)(=O)c3ccccc32)n1	49.7	12.6	12.6	-53.6	8.8	0.0	46.1	2.6	5.7
O=C(NCc1cccs1)c1cnc2ccccn2c1=O	0.3	-3.5	-4.3	6.5	-1.8	4.5	-8.9	1.7	3.9
CN(Cc1cc2cc(F)ccc2[nH]1)Cc1nc(-c2cnccn2)no1	7.7	0.9	10.2	-3.8	-0.3	-7.7	29.1	0.0	-1.6
CCc1ccccc1Nc1nc(N)nc(COC(=O)c2c(C)noc2C)n1	14.5	7.8	10.9	-8.1	2.2	21.4	20.8	1.7	-0.8
Cc1ccc(C(=O)NCc2ccc3c(c2)OCO3)cc1C	-3.6	-0.5	5.8	7.7	8.9	-22.9	-14.7	1.5	3.2
COc1ccc(C2C(C(=O)N3CCN(c4ccccc4)CC3)c3ccccc3C(=O)N2C)cc1OC (stereo unspecified)	-4.3	6.1	-1.3	40.2	1.4	-10.6	-24.3	-2.7	-2.7
CC(C)(C)c1csc(SCC(=O)Nc2ccc(Cl)cn2)n1	5.8	-8.4	-5.0	1.2	2.9	15.5	10.1	-0.7	-2.3
CC(C)[C@@H](C(=O)N[C@@H](Cc1ccccc1)C(=O)O)N1C(=O)N2CCc3c([nH]c4ccccc34)[C@@]2(C)C1=O	5.8	-3.2	0.6	0.0	6.7	5.4	13.4	0.7	-0.6
O=C(c1ccc(Cl)cc1Cl)N1CCN(c2ccc(N3CCOCC3)nn2)CC1	-14.1	3.8	1.6	-0.1	1.7	-25.1	-0.7	-3.3	-3.4
CCCCCCNc1c([N+](=O)[O-])cc(C)cc1[N+](=O)[O-]	0.8	13.1	8.5	22.7	0.3	-12.6	22.9	-0.6	-2.0
CC(Sc1ccc2c(c1)OCCO2)C(=O)Nc1ccc2c(c1)OCO2 (stereo unspecified)	-4.9	8.3	-4.8	3.0	2.6	30.2	6.2	0.9	0.0
COc1ccccc1NC(=O)Nc1cc(C(C)C)ccc1C	14.4	2.5	1.3	-0.3	-3.8	21.3	-3.9	-1.3	1.5
CCC1C(=O)N=C(SCC(=O)Nc2cccc3ccccc23)NC1=O (stereo unspecified)	15.2	-0.3	-1.8	3.8	1.2	3.7	-6.6	0.3	-0.9
Cc1ccc(S(=O)(=O)N2CCN(C(=O)CCc3c[nH]c4ccccc34)CC2)cc1	10.2	3.7	-0.3	10.3	-3.5	26.3	28.7	-0.6	1.5
COc1ccc(/C=C(\C#N)C(=O)Nc2cc(S(=O)(=O)N3CCOCC3)ccc2N2CCCC2)cc1	16.0	-1.9	-6.5	80.1*	-6.6	-8.9	-32.8	-2.2	0.6
CCC(=O)Nc1c(C)nn(C(=O)CC)c1C	7.7	17.3	7.8	5.7	-3.7	21.9	20.0	-2.0	1.0
O=C1CCC(=O)N1N1C(=O)C2C3c4ccccc4C(c4ccccc43)C2C1=O (stereo unspecified)	-6.4	33.6	11.7	-12.4	-9.2	4.0	4.9	-1.6	-0.3
CCOC(=O)c1sc(Nc2nc3c(OC)cccc3s2)nc1C	-39.9	.	.	27.5	-10.9	-81.1	2.6	4.2	4.1
Cn1c(=O)c([N+](=O)[O-])c(N2CCN(Cc3ccc4c(c3)OCO4)CC2)c2ccccc21	-13.8	1.7	15.8	12.5	9.1	-4.0	19.4	0.9	0.6
Cc1cc(C)n2c(Nc3ccc4c(c3)OCCO4)c(-c3ccc(C)o3)nc2n1	-62.0	3.0	4.5	-7.8	7.5	-83.9	-29.3	4.3	4.5
O=C(NCCCn1ccnc1)C(=O)NCC1OCCCN1S(=O)(=O)c1ccc(F)cc1 (stereo unspecified)	0.0	-1.9	2.0	-7.8	-3.5	5.5	-2.4	0.4	-0.9
CSCCC(NC(=O)c1cc([N+](=O)[O-])ccc1Cl)C(=O)O (stereo unspecified)	-3.4	-4.7	8.8	2.7	-7.4	12.6	-24.2	-0.1	-0.2
Cc1oc2cc(O)ccc2c(=O)c1Oc1ccc2ccccc2c1	-1.1	-2.1	7.9	1.7	-0.8	17.6	-8.9	-0.4	0.2
CCOc1ccc(C(=O)NCc2ccccc2)cc1Br	5.8	3.8	1.3	1.5	-3.0	29.3	11.8	-1.5	0.4
COc1ccc(N(CC(=O)NCCc2ccc(C)cc2)S(=O)(=O)c2c(C)noc2C)cc1	4.8	7.1	6.9	2.0	-0.5	-8.7	33.5	-6.2	0.6
COc1cc2nc(CC(C)C)n(NC(=O)c3ccccc3)c(=O)c2cc1OC	4.1	-15.7	-8.4	-4.7	0.0	6.2	2.6	-1.1	-1.0
Cc1ccc(Cn2cnc3ccccc32)cc1C	3.1	34.4	7.9	-7.5	1.3	16.8	11.0	0.3	2.6
Cc1cc(N2CCOCC2)nc2ccc(NC(=S)N3CCN(c4ccccc4)CC3)cc12	4.6	0.7	0.6	6.6	-7.2	2.0	10.1	0.4	8.6
COc1ccc(CCNC(=O)CSc2nnc3ccc(-c4ccncc4)nn23)cc1	2.4	-5.2	11.7	-6.8	3.7	-0.7	0.9	-1.6	3.3
Cc1cc(Cl)ccc1C(=O)C1CCCN(C(=O)c2ccsc2)C1 (stereo unspecified)	12.1	1.5	11.9	4.9	-11.3	0.8	24.3	-3.9	1.4
Cc1ccc(CNc2nc3ccccc3s2)s1	-108.3	-95.0	5.0	1.8	-8.5	-265.3	-90.7	-8.1	-4.1
CCOCC(O)CNC(=O)c1ccc(OC2CCN(C(=O)c3cccnc3)CC2)cc1 (stereo unspecified)	7.3	-4.0	-2.5	-9.5	-12.3	12.4	-8.0	-2.2	-0.3
CN1CCC(N(C)CC(=O)Nc2ccc3c(c2)OC(F)(F)O3)CC1	-15.2	8.8	12.4	-13.3	3.4	17.1	-21.4	-0.5	6.6
CC1(C)Cc2ccccc2-c2[nH]c(=S)[nH]c(=O)c21	0.9	-4.4	3.7	-5.0	4.9	-0.3	0.0	-3.1	0.9
CCN1CCN(c2ncc3c(n2)CC(c2cc(OC)c(OC)c(OC)c2)CC3=O)CC1 (stereo unspecified)	.	17.6	2.2	4.9	2.9	.	.	.	.
CCN(C(=O)COC(=O)CCC(=O)c1cccs1)C1CCCCC1	-1.9	22.5	11.8	-8.9	7.9	6.4	18.7	1.1	-0.3
COc1ccc(Cl)cc1-c1nc(SCC(=O)NC(C)C(C)C)n[nH]1 (stereo unspecified)	2.5	-3.7	18.2	1.1	-0.6	3.2	9.6	-1.6	-0.7
CN(C)c1ccc(-c2nnc(-c3cccnc3)o2)cc1	-98.9	-21.6	0.3	-2.1	-10.6	-124.5	-90.9	-6.4	2.2
Cc1c(N(C)C(=O)c2ccccc2F)c(=O)n(-c2ccccc2)n1C	-30.7	1.2	-1.9	0.6	0.7	17.1	-37.8	0.7	0.4
O=C(NNC(=O)C1CC(c2cccs2)=NO1)Nc1ccccc1 (stereo unspecified)	7.7	4.5	5.8	-6.8	-3.2	-10.0	20.1	-2.1	0.8
COc1ccc(C(=O)Nc2ccc(S(=O)(=O)Nc3cc(C)nc(C)n3)cc2)c(OC)c1	-11.7	3.2	6.1	2.3	3.8	12.4	12.9	-2.0	-0.6
COc1ccc(C2=NS(=O)(=O)N(C)C(C(=O)NC3CCCC3)=C2)cc1OC	7.0	5.4	18.1	-5.1	2.0	8.4	9.6	1.9	2.9
CCn1c(SCC(=O)NC2=NCCS2)nnc1C(C)NC(=O)c1ccc(Cl)cc1 (stereo unspecified)	14.3	-10.9	-6.2	-1.5	-0.9	6.5	15.1	-5.3	-2.0
COCCNC(=O)C1Nc2ccc(C(F)(F)F)cc2C2C=CCC12 (stereo unspecified)	-2.9	19.4	-2.2	4.1	-16.9	-3.1	-2.9	0.5	-1.2
COc1ccc(CONc2ncnc3nonc23)cc1[N+](=O)[O-]	-17.7	-5.5	2.7	-0.4	1.8	12.0	12.3	2.5	-1.0
OCCNc1nc(Nc2ccccc2Cl)nc(N2CCCC2)n1	11.7	5.1	-8.0	8.5	-3.8	5.2	16.3	2.3	-1.7
COC(C[C@@H]1O[C@@H]1[C@@H](O)[C@@H](C)OCc1ccccc1)OC	4.1	-14.3	-15.4	1.4	2.9	15.6	-6.2	1.3	-2.5

Full records, quoted from the list. Values in the order: Jurkat NFkB inh	Gli-Sufu block	CCR6 antagonist	EBI2 block	CXCR6 inh	697 NFkB inh	Mdm2 MdmX PPI	UPR XBP1 act	UPR CHOP act
Record of O=C(NNC(=O)C1CC(c2cccs2)=NO1)Nc1ccccc1 (stereo unspecified) → 7.7	4.5	5.8	-6.8	-3.2	-10.0	20.1	-2.1	0.8
Record of OCCNc1nc(Nc2ccccc2Cl)nc(N2CCCC2)n1 → 11.7	5.1	-8.0	8.5	-3.8	5.2	16.3	2.3	-1.7
Record of COc1ccc(C2=NS(=O)(=O)N(C)C(C(=O)NC3CCCC3)=C2)cc1OC → 7.0	5.4	18.1	-5.1	2.0	8.4	9.6	1.9	2.9
Record of COC(C[C@@H]1O[C@@H]1[C@@H](O)[C@@H](C)OCc1ccccc1)OC → 4.1	-14.3	-15.4	1.4	2.9	15.6	-6.2	1.3	-2.5

The list goes on:
SMILES	Jurkat NFkB inh	Gli-Sufu block	CCR6 antagonist	EBI2 block	CXCR6 inh	697 NFkB inh	Mdm2 MdmX PPI	UPR XBP1 act	UPR CHOP act
CC1CC2(CCCCC2)Nc2c1ccc1ccccc21 (stereo unspecified)	4.8	2.7	24.0	11.8	-11.6	-10.9	20.5	-4.5	-3.3
NC(=O)COC(=O)c1cc(=O)[nH]c2ccc(S(=O)(=O)Nc3ccc(F)cc3)cc12	2.9	-1.9	18.4	-20.0	0.5	-0.8	9.1	-0.7	-0.2
O=C(CN1CCN(c2ccccc2O)CC1)Nc1cc(S(=O)(=O)N2CCCC2)ccc1Cl	1.6	3.6	18.2	-15.0	-3.3	-4.0	21.8	-1.3	0.6
CC(C)(C)c1cc(OC(=O)C2CCCC2)ccc1O	-25.1	-6.0	-1.9	-9.0	-25.6	-60.7	-3.7	-5.6	0.6
O=C(c1cc(-c2ccccc2O)on1)N1CCOCC1	-62.0	-5.4	2.9	-9.8	1.0	-21.4	-53.3	5.8	6.9
O=C(CN1C(=O)S/C(=C\C=C\c2ccccc2)C1=O)N1CCOCC1	-9.3	2.5	4.5	8.2	-3.2	-28.5	0.8	3.2	3.7
